MT stabilize HCS: microtubule stabilization, imaging screen | HeLa tubulin immunostaining HCS, 24 h; share of cells brighter than vehicle mean+2SD | % tubulin-high responders, % at 10 µM | 200,000 tested, 0.83% active;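 active = plate Z-score above 3 for both tubulin-high and condensed-nucleus cell shares, with cell loss under 80%, at 10 µM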;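 note: anti alpha tubulin signal scored within the nucleus-defined area of each cell; some results filed as inactive read as strong as hits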
Autophagy mod: modulators of autophagy. calls only at 10 µM (by protocol). MEF GFP-LC3 puncta imaging; test concentration mostly 10 µM. AID 463193. 190,000 tested, 0.98% active;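 active = percentage of spot-positive cells more than 3 SD above its plate mean, without a fluorescence outlier flag or 80% toxicity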;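 note: spot-positive cell cutoff set from DMSO-treated cells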
WT yeast gro inh: growth inhibition of WT yeast, mitochondrial fusion screen; mitochondrial fusion phenotypic screen, WT strain; inhibition, % at 10 µM; 190,000 tested, 2.1% active; AID 1362; in the data active = inhibition above about 58%; tested in S. cerevisiae
Dynein transport: blocks dynein driven cargo transport along microtubules | 3617.4 mouse cells, GR-EGFP nuclear translocation imaging; test concentration mostly 20 µM; stimulated with dexamethasone, 1 µM; stronger effect = lower value | 220,000 tested, 0.47% active | AID 1381 | z-score, hits read low;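 active = plate z-score of nuclear minus cytoplasmic receptor signal below a set negative limit, without overly bright fluorescence or cell loss, cut at about -3.5 in these data, passing the limit was not always enough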;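 note: z-score of nuclear minus cytoplasmic ring GR-EGFP intensity difference per well; some compounds called inactive have numbers as strong as hits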
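medium = tetracycline-free induction medium containing charcoal-stripped FBS | probe or stimulus = dexamethasone, 1.0 µM final | timing = 48 h induction, then 1 h compound, then 30 min agonist, 37 °C | detection = automated 10x imaging of fixed Hoechst-stained cells | read-out basis = nuclear versus cytoplasmic GR-EGFP signal, averaged per well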
Insulin prom up: MIN6 insulin promoter up-regulation | MIN6 insulin promoter-GFP reporter, high-content imaging; stronger effect = higher value | z-score at 5 µM | 190,000 tested, 0.3% active;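 active = z-score above 3 at 5 µM with at least 500 cells counted in the well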
b-catenin transl: modulators of beta-catenin nuclear translocation; 190,000 tested, 0.3% active; AID 1665; nuclear translocation activity, % at 5 µM; HeLa beta-catenin nuclear translocation, immunofluorescence imaging;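 active = nuclear translocation activity above 50% at 5 µM, with a well cell count of 50 or more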;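 note: per-cell ratio of nuclear to cytoplasmic median beta-catenin stain intensity; plate controls were DMSO negative control for no effect and GSK-3 inhibitor IX positive control for full effect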
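test system = HeLa cells, endogenous beta-catenin | dosing = single 5 µM dose plus 0.02–20 µM confirmation series | times = compound treatment 24 h, 37°C, 5% CO2 | technique = beta-catenin immunofluorescence imaging with DAPI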
Hep lipid drop: modulators of hepatic lipid droplet formation | AML12 mouse hepatocytes, oleate lipid droplets, BODIPY imaging | AID 1656 | 240,000 tested, 0.4% active | inhibition, % at 6.5 µM;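 active = lipid droplet intensity inhibited by at least 50%, with more than 500 cells counted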
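Assay system: AML12 hepatocytes (mouse) / Also added: 100 µM oleic acid challenge / Times: overnight treatment with compound plus oleate / Detection: high-content imaging of BODIPY-stained droplets and DAPI nuclei / Evaluation: % inhibition of lipid droplet signal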
XIAP antagonists: XIAP antagonists, biochemical, IAP family, fluorescence polarization (AID 1018) | displacement, % at 20 µM; hits with a dose series show IC50 in µM | 200,000 tested, 0.007% active | XIAP BIR domain, fluorescence polarization peptide displacement; higher % means a stronger effect; in the data active = displacement above about 50%; note: a part of the inactive calls stands beside numbers as strong as those of hits
CSM14.1 death rescue: rescue of cells from ER stress-induced death, primary screen, 384-well, CSM14.1, thapsigargin, ATP luminescence (AID 1222). CSM14.1 thapsigargin-induced death rescue, ATP luminescence; higher % means a stronger effect. cellular ATP content (survival), % at 20 µM, or EC50 in µM where a hit was titrated. 190,000 tested, under 10 active;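 active = EC50 below 50 µM in the dose-response confirmation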;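 note: death triggered by thapsigargin at about 15 µM added after 2 h compound pretreatment; cell ATP read after overnight thapsigargin exposure of roughly 18 to 22 hours; normalized against plate controls of thapsigargin alone and 5% DMSO vehicle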
WT yeast gro inh mutant strain: also measured in WT yeast gro inh; calls as there; inhibition, %; mitochondrial fusion phenotypic screen, mutant strain inhibition
Dynein transport cytoplasmic EGFP: further read-out of Dynein transport, marked with its call; z-score; measured here: cytoplasmic GR-EGFP intensity; stronger effect = higher value
Dynein transport nuclear GR-EGFP: recorded beside Dynein transport, whose call it bears; z-score; measured here: nuclear GR-EGFP intensity;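 lower value marks the stronger effect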
Dynein transport cell count: also measured in Dynein transport; calls as there; z-score; measured here: cell count per field
Insulin prom up cell count: further read-out of Insulin prom up, marked with its call; cell count; measured here: cytotoxicity, nuclei count;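 total cells summed across four imaged fields per well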
Hep lipid drop cells 6.5 µM: recorded beside Hep lipid drop, whose call it bears; cell count; measured here: cell count, cytotoxicity flag;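 cells counted across two imaged fields per well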
b-catenin transl cell count 5 µM: recorded beside b-catenin transl, whose call it bears; cell count; measured here: cell count, cytotoxicity flag
MT stabilize HCS Hoechst-high %: second read-out of MT stabilize HCS, no call of its own (marks repeat the call); % Hoechst-high responders; measured here: nuclear condensation Hoechst responders;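 share of cells brighter than vehicle mean plus two SD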
MT stabilize HCS cytotoxicity %: recorded beside MT stabilize HCS, whose call it bears; toxicity, %; measured here: cytotoxicity by cell density;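 0% = mean cell density of plate MIN control wells and 100% = no cells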
Autophagy mod cell loss 18 h: also measured in Autophagy mod; calls as there; toxicity, %; measured here: cell loss, nuclei count;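 cell loss after 18 h compound exposure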
Numbers without * were called inactive; i = inactive; · = not tested or not shown.

Screens in order – MT stabilize HCS	MT stabilize HCS Hoechst-high %	MT stabilize HCS cytotoxicity %	Autophagy mod	Autophagy mod cell loss 18 h	WT yeast gro inh	WT yeast gro inh mutant strain	Dynein transport	Dynein transport cytoplasmic EGFP	Dynein transport nuclear GR-EGFP	Dynein transport cell count	Insulin prom up	Insulin prom up cell count	b-catenin transl	b-catenin transl cell count 5 µM	Hep lipid drop	Hep lipid drop cells 6.5 µM	XIAP antagonists	CSM14.1 death rescue
> CCn1c(C)nc2cc(C(=O)OC)ccc21
  1.9	1.8	5.4	i	-11.6	4.0	-19.8	-0.244	-0.24	-0.0322	0.581	-0.14	1523	-1.0	1556	2.0	679	-5.6%	1.6%
> CCN(CC)S(=O)(=O)c1ccc(OC)c(NC(=O)c2cc(C)on2)c1
  2.6	3.3	12.5	i	-4.6	0.8	-6.3	0.348	0.518	-0.267	-0.405	0.67	1204	-2.7	1087	4.5	700	-6.1%	-1.0%
> CCOC(=O)C1=C(C)C(c2ccccc2)NC(=S)N1 (stereo not drawn)
  3.0	1.3	7.9	i	-32.1	6.6	1.4	0.288	-0.207	0.671	0.414	0.06	1492	2.0	1438	·	·	-0.6%	-2.6%
> O=C(COc1cc(Cl)c(Cl)cc1Cl)NCCc1ccccn1
  3.4	1.4	7.3	i	10.0	9.3	-9.5	0.477	-0.18	0.335	-0.281	1.03	1192	-1.9	1074	20.1	681	-7.1%	-1.0%
> CCCNS(=O)(=O)c1cccn1-c1ncc(C(F)(F)F)cc1Cl
  0.6	1.0	11.0	i	1.1	-3.4	-6.5	-0.263	-0.22	-0.00402	0.35	·	·	-2.1	1273	5.1	834	-1.1%	-0.6%
> NCCCCc1cn(CC(=O)N2CCNCC2)nn1
  1.3	1.6	3.0	i	3.7	8.6	-5.7	-0.0355	-0.285	0.268	-0.0498	-0.03	1442	-0.2	1107	-2.2	701	-4.6%	0.6%
> Cc1ccccc1-n1c(-c2csc3ccccc23)n[nH]c1=S
  3.7	3.3	1.2	i	-8.1	31.3	13.3	-0.783	-0.277	-0.704	0.58	-0.1	1280	-2.8	515	3.5	693	0.2%	-0.6%
> CC1CCCC(C)N1/N=C/c1ccc(C(=O)O)cc1 (stereo not drawn)
  ·	·	·	·	·	·	·	-0.108	0.132	0.113	0.479	0.03	1067	0.1	1345	10.0	737	·	·
> Cc1nn(Cc2ccccc2)c(Cl)c1C(=O)OC1CCOC1=O (stereo not drawn)
  2.7	2.8	8.1	i	-1.5	3.7	15.3	-0.431	-0.083	-0.0666	0.609	0.91	903	-1.2	1171	·	·	-4.8%	-1.0%
> COC(=O)CCCC1=CC2=C(c3ccccc3)C(=O)C(C)(OC(=O)C3CCCC3)C(=O)C2=CN1Cc1ccc(OC)cc1 (stereo not drawn)
  ·	·	·	·	·	·	·	0.517	-0.743	0.324	-0.473	-0.65	611	0.3	1077	-15.0	712	·	·
> CC(C)C(c1nnnn1CCc1ccccc1)N1CCC(C(N)=O)CC1 (stereo not drawn)
  2.3	2.3	5.8	i	4.4	-5.2	11.5	-1.06	-0.293	-0.412	0.242	0.04	1611	-0.8	950	21.2	668	-7.2%	0.1%
> FC(F)(F)c1cccc(NC(=S)Nc2ccc(Cl)c(Cl)c2)c1
  ·	·	·	·	·	·	·	0.773	-0.264	0.165	0.219	-1.81	1015	7.2	878	-37.4	524	·	·
> CCOc1ccccc1C(=O)Nc1ccc2nc(N3CCN(c4ncccn4)CC3)cc(C)c2c1
  3.3	3.7	5.0	i	4.5	5.5	3.8	0.537	-0.0176	0.772	0.393	·	·	·	·	·	·	·	·
> O=C(NNS(=O)(=O)c1ccc(F)cc1)C1CCN(S(=O)(=O)c2ccccc2)CC1
  2.6	2.5	2.4	i	1.6	3.3	10.7	-0.306	-0.277	-0.17	0.871	0.01	1291	-0.6	1085	-3.9	689	-2.9%	-1.9%
> Cc1ccc([C@H]2C(C#N)=C(N)Oc3cc(C)oc(=O)c32)o1
  2.9	2.9	2.3	i	2.6	9.4	5.6	1.39	0.0104	1.2	-1.6	0.19	1261	0.1	1074	-21.1	659	-2.6%	1.6%
> Cc1ccc(-n2ncc3c(=O)n(Cc4ccccn4)cnc32)cc1C
  2.2	1.8	6.0	i	6.6	-4.3	1.8	-0.725	-0.208	-0.487	0.891	1.07	1329	-2.8	1175	·	·	-2.8%	-0.7%
> COc1ccc(CC(=O)NNC(=O)CCc2ccccc2)cc1
  11.4	1.2	11.2	i	-2.2	6.3	0.0	0.487	-0.287	0.115	0.258	-0.05	1530	0.0	1479	-1.0	736	-7.3%	-0.4%
> COC(=O)C1C(=O)C2=C(CC1C)NC(=O)CC2c1ccc(O)c(OC)c1 (stereo not drawn)
  1.8	1.6	9.4	i	-5.9	6.6	19.5	-0.953	-0.193	-0.384	0.932	0.2	1571	1.4	1323	·	·	-3.9%	-1.4%
> NC(=O)COC(=O)CCSc1ccc(Cl)cc1
  2.3	1.3	10.4	i	26.9	-3.5	-10.6	1.31	-0.269	1.27	-0.918	-2.15	1642	-1.1	1056	0.5	675	-6.2%	0.8%
> CCSc1nc(N)c2c(C)c(C)sc2n1
  4.5	2.3	6.1	i	6.3	-2.6	-2.9	1.14	-0.111	0.522	-1.71	·	·	-0.4	545	16.3	757	2.0%	-1.3%
> CC(C)(C)Nc1nc(NC(C)(C)C)nc(-n2ccnc2)n1
  3.9	1.8	4.5	i	0.1	46.5	29.7	0.391	-0.256	0.0594	0.636	-0.27	1222	-0.2	1138	15.1	731	-3.2%	·
> CCCCC(C(=O)N/N=C/c1ccccn1)C(=O)N/N=C/c1ccccn1
  ·	·	·	·	·	·	·	0.604	-0.22	0.146	0.0392	-0.65	1398	-0.8	1405	24.4	777	·	·
> Cc1cc(C)nc(N2CCC(C(=O)O)CC2)n1
  2.2	1.7	5.4	i	3.9	10.2	-7.8	0.575	-0.218	0.0408	0.197	-0.71	1484	-6.5	1014	·	·	-1.7%	3.7%
> COC(=O)C(Cc1ccccc1)NC(=O)CSc1nc(N)cc(=O)[nH]1 (stereo not drawn)
  2.1	6.1	8.8	i	-0.7	·	·	0.52	-0.169	0.616	0.377	0.53	1546	0.9	1425	·	·	-21.3%	0.0%
> CCSc1nnc(NC(=O)NC(CC)(C(F)(F)F)C(F)(F)F)s1
  5.1	0.8	3.5	i	7.1	40.4	9.8	0.405	-0.244	0.259	-1.11	0.02	1201	0.3	918	·	·	-1.3%	0.0%
> Cc1ccc(S(=O)(=O)/N=C2/C=C(C3C(=O)CC(C)(C)CC3=O)C(=O)c3ccccc32)cc1
  1.6	2.0	11.0	i	-7.8	5.7	-3.3	-2.69	0.519	-1.41	0.383	-0.07	942	-3.2	1267	-1.1	776	-1.3%	-2.7%
> CCOC(=O)C1(Cc2ccc(OC)cc2)CCN(C(=O)C2=CCCC2)CC1
  2.7	0.5	3.6	i	-11.8	35.4	4.7	2.37	-0.204	0.256	-0.349	-0.34	1575	0.2	1512	-2.5	682	-1.9%	0.5%
> [O-][n+]1onc2c3ccnnc3ccc21
  2.6	1.4	9.2	i	-2.2	5.5	4.8	-0.131	-0.251	0.156	0.755	0.44	1532	-1.9	1351	·	·	-7.8%	-1.5%
> Cc1nn(-c2ccccc2)cc1/C=N/NC(=O)c1cccs1
  ·	·	·	·	·	·	·	0.19	-0.249	0.506	-0.571	0.97	1002	0.9	1361	-16.8	733	·	·
> O=C(NCC1CCCO1)c1coc2nc3ccccc3nc12 (stereo not drawn)
  1.2	1.4	5.1	i	-4.5	18.0	14.2	0.376	0.0932	0.0175	-0.14	-0.52	1507	0.3	1357	·	·	0.4%	0.2%
> COc1ccc(-n2nc3c(c2NC(=O)C2CC2)CS(=O)C3)cc1 (stereo not drawn)
  1.8	1.8	5.3	i	-4.6	-5.7	-6.8	0.446	-0.203	0.296	-0.862	0.75	1325	-8.5	995	·	·	-3.2%	0.1%
> CCC(=O)Nc1ccc(NC(=O)c2c(C)nc3ccccn23)cc1
  4.9	2.1	9.9	i	-7.4	17.9	24.1	-0.813	-0.153	-0.153	0.19	0.34	1189	-6.2	1046	·	·	-4.6%	4.1%
> COn1c2c(c3c4no[n+]([O-])c4ccc31)CCCC2
  3.5	1.5	13.2	i	1.0	1.7	-5.0	-0.00122	-0.433	-0.043	0.225	0.45	971	·	·	·	·	-6.3%	1.0%
> COC(=O)c1sccc1NC(=O)c1ccoc1C
  2.4	1.9	4.0	i	4.0	4.7	-82.1	0.791	-0.383	0.311	-0.82	0.18	1234	-4.9	1053	·	·	0.6%	1.1%

3 entries out of the list, ordered by length of the SMILES, high to low:
Screens in order – MT stabilize HCS	MT stabilize HCS Hoechst-high %	MT stabilize HCS cytotoxicity %	Autophagy mod	Autophagy mod cell loss 18 h	WT yeast gro inh	WT yeast gro inh mutant strain	Dynein transport	Dynein transport cytoplasmic EGFP	Dynein transport nuclear GR-EGFP	Dynein transport cell count	Insulin prom up	Insulin prom up cell count	b-catenin transl	b-catenin transl cell count 5 µM	Hep lipid drop	Hep lipid drop cells 6.5 µM	XIAP antagonists	CSM14.1 death rescue
> COc1ccc(-n2nc3c(c2NC(=O)C2CC2)CS(=O)C3)cc1 (stereo not drawn)
  1.8	1.8	5.3	i	-4.6	-5.7	-6.8	0.446	-0.203	0.296	-0.862	0.75	1325	-8.5	995	·	·	-3.2%	0.1%
> CCC(=O)Nc1ccc(NC(=O)c2c(C)nc3ccccn23)cc1
  4.9	2.1	9.9	i	-7.4	17.9	24.1	-0.813	-0.153	-0.153	0.19	0.34	1189	-6.2	1046	·	·	-4.6%	4.1%
> Cc1nn(-c2ccccc2)cc1/C=N/NC(=O)c1cccs1
  ·	·	·	·	·	·	·	0.19	-0.249	0.506	-0.571	0.97	1002	0.9	1361	-16.8	733	·	·

Source: PubChem
